ROC1-CUL1 inh = inhibitors of human ROC1-CUL1 ubiquitin ligase activity; E3 ubiquitin-protein ligase RBX1 (Homo sapiens) + Cullin-1 (Homo sapiens), P62877+Q13616; in vitro K48 di-Ub FRET, acceptor:donor ratio, 45 min; inhibition, % at 10 µM; 140,000 compounds, 0.6% hits; AID 1347404, 2020; in the data active = inhibition above about 25%
Target sequence (P62877 whole entry, looked up): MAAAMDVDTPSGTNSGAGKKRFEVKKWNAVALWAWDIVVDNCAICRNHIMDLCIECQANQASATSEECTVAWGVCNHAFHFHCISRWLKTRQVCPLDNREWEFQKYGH
Target sequence (Q13616 whole entry, looked up): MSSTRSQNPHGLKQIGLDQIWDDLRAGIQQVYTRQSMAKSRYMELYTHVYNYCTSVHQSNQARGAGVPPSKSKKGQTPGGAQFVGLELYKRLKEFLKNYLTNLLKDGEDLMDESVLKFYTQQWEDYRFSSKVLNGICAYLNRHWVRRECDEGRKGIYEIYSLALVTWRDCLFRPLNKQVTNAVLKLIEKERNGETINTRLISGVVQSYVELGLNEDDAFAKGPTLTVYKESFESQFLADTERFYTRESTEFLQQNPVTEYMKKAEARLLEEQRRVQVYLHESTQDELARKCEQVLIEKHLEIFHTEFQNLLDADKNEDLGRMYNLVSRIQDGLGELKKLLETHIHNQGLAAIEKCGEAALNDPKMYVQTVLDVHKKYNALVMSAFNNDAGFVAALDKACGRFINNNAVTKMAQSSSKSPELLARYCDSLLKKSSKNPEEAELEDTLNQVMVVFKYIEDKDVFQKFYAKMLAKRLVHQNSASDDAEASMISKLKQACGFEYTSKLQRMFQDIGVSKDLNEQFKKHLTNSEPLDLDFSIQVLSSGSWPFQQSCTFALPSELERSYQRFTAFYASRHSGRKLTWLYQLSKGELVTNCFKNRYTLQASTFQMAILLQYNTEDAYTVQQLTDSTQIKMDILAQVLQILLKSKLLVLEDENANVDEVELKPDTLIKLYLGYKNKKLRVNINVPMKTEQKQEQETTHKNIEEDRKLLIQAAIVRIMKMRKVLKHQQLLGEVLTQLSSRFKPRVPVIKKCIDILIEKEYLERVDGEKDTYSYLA
* = called active by the depositor. These rows are one share of the data; the hit share may differ from the screen's.

ROC1-CUL1 inh | smiles
1 | O=C(NCc1ccc(F)cc1)c1ccc2nc(N3CCCCC3)sc2c1
-3 | CC1(C)Cc2nc(N3CCOCC3)ncc2C(NC2CCCCC2)C1 (stereo not drawn)
7 | Cc1ccc(NC(=O)Cn2cc(C(=O)C3CC3)c3ccccc32)cc1
9 | C=CCOc1c(Br)cc(CNc2ccc(C(=O)O)cc2)cc1OCC
-4 | Cn1cc([N+](=O)[O-])c(=O)n(C)c1=O
4 | O=C(CSc1ccc(Cl)cc1)Nc1cccc(NC(=O)c2ccco2)c1
2 | N#Cc1c(=N)nc2sc3ccccc3c3cc(-c4ccccc4)[nH]c1c23
9 | O=C1c2cccnc2C(=O)N1c1ccc(F)cc1
5 | COc1cc2ccccc2cc1C(=O)Nc1ccc(-c2cc3ccccc3oc2=O)cc1
6 | CN(C(=O)c1ccc2nc(C3CCCCC3)oc2c1)C1CCOC1 (stereo not drawn)

ROC1-CUL1 inh | smiles
9 | COc1cccc(OCC(O)CN2CC(C)OC(C)C2)c1 (stereo not drawn)
8 | COc1ccc(Cl)cc1C(=O)Nc1nc2c(F)cc(F)cc2s1
0 | Cc1ccc(CNn2cn[nH]c2=S)cc1
-1 | Cc1ccccc1Cn1cc(NC(=O)c2cn(C)nc2C)cn1
-6 | CCOC(=O)c1c(C)[nH]c(CCC(=O)NCc2ccc(CC)cc2)c1C
-3 | Cc1nc2c(=O)oc3ccccc3c2n1-c1ccccc1
-5 | Cc1cccc(-n2c(SCC(=O)Nc3ccccc3F)nc3sc4c(c3c2=O)CCCC4)c1
-5 | Cc1ccc(C)c(N2CCN(C(=O)Cn3ncc4ccsc4c3=O)CC2)c1
-2 | Cc1ccccc1CNC(=O)CN1C(=O)CCCc2ccccc21
-5 | O=C(c1ccc2c(c1)CCN2S(=O)(=O)c1ccccc1)N1CCN(c2cccc(Cl)c2)CC1

ROC1-CUL1 inh | smiles
-1 | CCOc1ccc(C(=O)c2cn(Cc3ccccc3OC)c3ccc(F)cc3c2=O)cc1
-5 | O=C(CCSCCC(=O)Nc1ccc2c(c1)OCO2)Nc1ccc2c(c1)OCO2
7 | CCSc1nc(CC(=O)N2CCc3[nH]nc(CC)c3C2)cs1
-2 | COC(=O)C1=CC2([N+](=O)[O-])CN(CC(=O)O)CC([N+](=O)[O-])(C1)C2 (stereo not drawn)
-2 | CCOc1cc(Cl)c(S(=O)(=O)N(C)C)cc1Cl
-3 | O=C(O)CCc1ccc(-c2ccc(Br)cc2)n1-c1ccccc1O
-5 | Cc1ccc(-c2[nH]nc3c2C(c2ccsc2)C(C#N)C(=N)O3)cc1 (stereo not drawn)
9 | NC(=O)c1c(-c2ccc(Cl)cc2Cl)csc1NC(=O)C1CCCO1 (stereo not drawn)
5 | O=C(c1ccc(C2CCCCC2)cc1)c1sc(N2CCOCC2)nc1-c1ccccc1
-3 | O=C(O)c1cccc(S(=O)(=O)Nc2ccc(C(=O)O)c(O)c2)c1

ROC1-CUL1 inh | smiles
7 | Clc1ccccc1CSc1nncn2c1cc1occc12
-3 | Cc1ccc2nc(N(Cc3cccnc3)C(=O)COc3ccccc3)sc2c1
-2 | COc1ccc(CNC(=O)c2ccc3c(c2)CCN3S(=O)(=O)c2ccccc2)cc1
-2 | CCc1cccc2c(-c3ccccc3)nc(SCC(=O)Nc3ccccc3)nc12
-2 | S=C(NCc1ccco1)N/N=C/c1ccccc1Cl
8 | CCC(C(=O)NCCc1ccccc1)n1nc(C)n2c(cc3sccc32)c1=O (stereo not drawn)
-6 | CSc1nc(N)nc2sc(C(=O)C34CC5CC(CC(C5)C3)C4)c(N)c12
0 | Cc1cc(C)n(C(=O)c2cc(C)[nH]n2)n1
1 | CCCCC(=O)Nc1cc(-c2nc3ccccc3o2)ccc1OC
-8 | CCC1CCCCN1C(=O)c1nn(-c2ccc(OC)cc2)c(=O)c2c1c1ccccc1n2C (stereo not drawn)

ROC1-CUL1 inh | smiles
3 | COc1ccc(-c2nc(CCNC(=O)c3c(F)cccc3Cl)cs2)cc1
5 | COc1ccc(CN=CC2C(=O)N(c3nc4ccccc4s3)N=C2C(F)(F)F)cc1 (stereo not drawn)
2 | Cc1ccc(-c2nn3c(=O)[nH]nc3c3ccccc23)cc1
-3 | CCN(CC)c1ncccc1CNCc1cn[nH]c1C1CCCCC1
2 | C=CCNCCCOc1cc(C(C)C)ccc1C
2 | Cc1cccc(C)c1OCc1cc(=O)n2c(-c3ccccc3)csc2n1
1 | Cc1ccnc(N2CCC(C3CCN(Cc4cccnc4)CC3)C2)n1 (stereo not drawn)
5 | CCN(CC)CCN=CC1C(=O)NC(=O)N(Cc2ccccc2)C1=O (stereo not drawn)
-10 | CC12c3ccccc3C(C)(c3ccccc31)C1C(=O)N(c3ccc4c(c3)OCO4)C(=O)C12 (stereo not drawn)
-5 | CCc1cc2c(cc3c(=O)n(CC(=O)NC4CCCCC4)ncn32)s1

Overlap with the part before: 3 entries, followed by the next part.
ROC1-CUL1 inh | smiles
5 | CCN(CC)CCN=CC1C(=O)NC(=O)N(Cc2ccccc2)C1=O (stereo not drawn)
-10 | CC12c3ccccc3C(C)(c3ccccc31)C1C(=O)N(c3ccc4c(c3)OCO4)C(=O)C12 (stereo not drawn)
-5 | CCc1cc2c(cc3c(=O)n(CC(=O)NC4CCCCC4)ncn32)s1
8 | CC1(C)C(=O)CC[C@]2(C)CCC(=O)C=C12
0 | CN1C(=O)CC(CC(=O)N2CC3CCC2C3)(c2ccc(-c3ccccc3)cc2)C1=O (stereo not drawn)
0 | Cc1sc2nc(SCC#N)nc(SCC#N)c2c1C
8 | CC(=O)N=C1C(=O)CC(C)(C)CC1O (stereo not drawn)
2 | Cc1ccc(/C=N/NC(=S)N2CCOCC2)cc1
-6 | Cc1ccc(NC(=O)c2c(C)nc3sc(C(=O)Nc4ccc(F)cc4)c(N)c3c2-c2ccccc2Cl)c(C)c1
59* | O=C1C2C(c3ccc(Br)cc3)OC3(C(=O)c4ccccc4C3=O)C2C(=O)N1c1cccc([N+](=O)[O-])c1 (stereo not drawn)
10 | CCCn1c(C2CC(=O)N(c3cccc4ccccc34)C2)nc2ccccc21 (stereo not drawn)
10 | CCN(CC)Cc1cc(CN2CCN(C(C)C)C(CCO)C2)ccc1OC (stereo not drawn)
-5 | O=C(NC1CC(=O)N(Cc2ccc(F)cc2)C1)c1ccc[n+]([O-])c1 (stereo not drawn)

ROC1-CUL1 inh | smiles
-6 | COCCn1c(SCC(=O)Nc2ccc(C(F)(F)F)cc2)nc2c([nH]c3ccccc32)c1=O
0 | CC#CC(=O)N1CCc2[nH]nc(-c3cccc(OC)c3)c2C1
-13 | C=CCOc1c(Cl)cc(/C=C2\SC(=O)N(c3ccc(Cl)cc3)C2=O)cc1OCC
6 | CCn1cc(C(=O)Nc2ccc(C(C)C)cc2)c2cc(OC)c(OC)cc2c1=O
-8 | Cc1ccc(C2=Nc3ccccc3N(CC(=O)NCc3ccc(Cl)cc3)C(=O)C2)cc1C
-6 | CNc1ccccc1C(=O)OCC(=O)c1ccc(F)cc1
-5 | COC(=O)C1=Nc2ccccc2C1=Cc1c(O)n(-c2ccc(Cl)cc2)c(=O)[nH]c1=O
-1 | Cc1ccc(C(=O)c2cn(Cc3ccccc3)c3c(F)cc(F)cc3c2=O)cc1
-2 | Cc1ccccc1C1c2ccccc2SC12CCN(C)CC2 (stereo not drawn)
9 | COc1cc2c(cc1OC)C(COc1ccc3c(C)cc(=O)oc3c1)N(C(=O)c1ccc(Cl)cc1)CC2 (stereo not drawn)

ROC1-CUL1 inh | smiles
7 | COCCNC(=O)N1CCN(c2ccccc2)CC1
-8 | Cc1ccccc1CSCC(=O)N/N=C/c1cc(C)n(-c2ccc(F)cc2)c1C
5 | CCNC(=O)c1cn(CCc2ccccc2)cc(C(=O)N2CCN(c3ccc(OC)cc3)CC2)c1=O
3 | O=C(C1CC1)N1CCN(c2ccccn2)CC1
6 | Cc1cc(C)nc(NC(=O)C2CCCCC2)n1
31* | O=C1S/C(=C\c2cc(Br)c(O)c(Br)c2)C(=O)N1Cc1ccc(F)cc1
0 | c1ccc(C2=NN(c3ccccc3)C(c3ccccc3)C2)cc1 (stereo not drawn)
-1 | COCCCNC(=O)c1cnn(-c2ccccc2Cl)c1C1CCN(C(=O)OC(C)(C)C)CC1
5 | COc1ccccc1CNC(=O)c1ccc(N2CCCC2)c(NC(=O)NCc2ccc(C)cc2)c1
1 | Cc1cccc(N2CCN(C(=O)C3CCN(S(=O)(=O)c4c(C)noc4/C=C/c4ccccc4F)CC3)CC2)c1C

In the list so far, these have a cyano group:
ROC1-CUL1 inh | smiles
2 | N#Cc1c(=N)nc2sc3ccccc3c3cc(-c4ccccc4)[nH]c1c23
-5 | Cc1ccc(-c2[nH]nc3c2C(c2ccsc2)C(C#N)C(=N)O3)cc1 (stereo not drawn)
0 | Cc1sc2nc(SCC#N)nc(SCC#N)c2c1C

(cont.)
ROC1-CUL1 inh | smiles
-3 | Cc1ccc(CSc2nnc(-c3ccccc3)n2-c2ccccc2)c(C)c1
-14 | Cc1ccc(NC(=O)CSc2nnc(-c3ccc(Br)cc3)o2)c(C)c1
6 | COc1ccccc1N1CCN(C(=O)c2cc3c(=O)n(Cc4cccs4)ccc3nc2C)CC1
6 | CCOc1cc(CC2=NC(=O)N(c3cccc(Cl)c3)C2=O)cc(Cl)c1OC(C)C
4 | Cc1ccc(-c2nc(CN3CCCCC3c3nccs3)c(C)o2)s1 (stereo not drawn)
0 | COc1ccc(OCC(O)Cn2c(NCCO)nc3c2c(=O)n(C)c(=O)n3C)cc1 (stereo not drawn)
-7 | CCc1ccc(CN2CCCC(CO)(Cc3cccc(OC)c3)C2)o1 (stereo not drawn)
2 | Cc1noc(C)c1CC(=O)N1CCCC(CCC(=O)N2CCN(c3ccccn3)CC2)C1 (stereo not drawn)
1 | CCOC(=O)c1c(CSc2ccccc2)n(C)c2cc(Br)c(OC(C)=O)cc12
-3 | COc1ccc(OC)c(C2=C/C(=C\c3c(OC)ccc4ccccc34)C(=O)O2)c1

ROC1-CUL1 inh | smiles
-1 | CC(=O)Nc1ccc(C2=NN(Cc3ccc(C)cc3C)C(=O)SC2)cc1
-6 | C=CCn1c(SCC(=O)Nc2sc3c(c2C(=O)OCC)CCC3)nc2scc(-c3ccc(F)cc3)c2c1=O
-6 | CCOC(=O)CC(NS(=O)(=O)c1cc(-c2cc(C)no2)ccc1C)c1ccc(C)cc1 (stereo not drawn)
-1 | O=C(Cn1ncc2c3ccccc3n(Cc3ccccc3)c2c1=O)N1CCCCCC1
5 | CC(C)C1S/C(=N/N=C/c2ccc(O)cc2)NC1=O (stereo not drawn)
-4 | O=c1c(-c2ccccc2)c(C(F)(F)F)oc2c(CN3CCCCCC3)c(O)ccc12
8 | COc1cc(OC)cc(C(=O)Nc2cccc(-c3nc4ccccc4o3)c2)c1
-7 | Cn1c(SCc2ccccc2F)nc2c([nH]c3ccccc32)c1=O
3 | Cc1ccc2c(c1)NC(=O)C(CC(=O)Nc1ccccc1Cl)O2 (stereo not drawn)
0 | CCC1C(=O)N(CN2CCCC2=O)N=C1C (stereo not drawn)

ROC1-CUL1 inh | smiles
14 | Cc1ccc(C)c(S(=O)(=O)N2C(=S)NC(=O)C2Cc2ccccc2)c1 (stereo not drawn)
-12 | O=C1COc2ccc(S(=O)(=O)N3CCN(c4ccccc4)CC3)c3c2N1CCC3
-1 | O=C(CCCCn1c(=O)c2ccccc2n(Cc2ccccc2F)c1=O)NCc1ccccc1Cl
-10 | CC(C)C(=O)NC(=S)Nc1ccc(S(=O)(=O)N(C)C)cc1
8 | O=C1c2cccc3cccc(c23)C(=O)N1c1ccc(Cl)cc1
-5 | COC(=O)C(NC(=O)c1ccco1)(Nc1ccc(OC(F)(F)F)cc1)C(F)(F)F (stereo not drawn)
-1 | COC(=O)C1(C(F)(F)F)N=C2C=CC=CN2C(c2ccc(C)cc2)=N1 (stereo not drawn)
4 | CC(C)(C)NC(=O)C12CCC(C)(C(=O)O1)C2(C)C (stereo not drawn)
12 | C=CCOC(=O)C1=C(C)N=C2SCCC(=O)N2C1c1ccc(Br)cc1 (stereo not drawn)
6 | CN(C)CC/C=C1/c2cc(F)ccc2CSc2ccc(F)cc21

Records above shown as hits in ROC1-CUL1 inh.
ROC1-CUL1 inh | smiles
59* | O=C1C2C(c3ccc(Br)cc3)OC3(C(=O)c4ccccc4C3=O)C2C(=O)N1c1cccc([N+](=O)[O-])c1 (stereo not drawn)
31* | O=C1S/C(=C\c2cc(Br)c(O)c(Br)c2)C(=O)N1Cc1ccc(F)cc1

Continued.
ROC1-CUL1 inh | smiles
8 | CCOC(=O)c1cccc(NC(=O)CC2C(=O)N(c3ccc(OC)cc3)C(=O)N2C2CCCC2)c1 (stereo not drawn)
22 | COc1ccc(C(=O)N2C[C@H](O)[C@@H](N(C)Cc3cnn(-c4cccc(OC)c4)c3)C2)cc1
3 | Cc1cccc(-c2nn3c(C(F)(F)F)nnc3s2)c1
8 | COCc1cc(C)nc(SCC(=O)Nc2cc(C)c(C)cc2Br)c1C#N
-6 | C=CCn1c(SCC(=O)Nc2ccccc2)nc2scc(-c3ccco3)c2c1=O
-6 | Cc1ccc(-n2ncc(C(=O)N3CCC(C(N)=O)CC3)c2NC(=O)c2ccco2)cc1C
6 | O=C(CSCc1nc2cccnc2n1C1CCCCC1)NCc1cccc(Br)c1
4 | CC(C)(C)C1CCc2[nH]c3ccccc3c2C1 (stereo not drawn)

Ordered by the number under ROC1-CUL1 inh (falling): six of the compounds above.
ROC1-CUL1 inh | smiles
22 | COc1ccc(C(=O)N2C[C@H](O)[C@@H](N(C)Cc3cnn(-c4cccc(OC)c4)c3)C2)cc1
8 | CCOC(=O)c1cccc(NC(=O)CC2C(=O)N(c3ccc(OC)cc3)C(=O)N2C2CCCC2)c1 (stereo not drawn)
6 | O=C(CSCc1nc2cccnc2n1C1CCCCC1)NCc1cccc(Br)c1
4 | CC(C)(C)C1CCc2[nH]c3ccccc3c2C1 (stereo not drawn)
3 | Cc1cccc(-c2nn3c(C(F)(F)F)nnc3s2)c1
-6 | C=CCn1c(SCC(=O)Nc2ccccc2)nc2scc(-c3ccco3)c2c1=O
